Screening data as filed in PubChem BioAssay.
MLLE-PAM2 inh = inhibitors of microRNA-mediated deadenylation, human PABP1 MLLE binding. inhibition, % at 20 µM. 360,000 tested, 0.36% active. GST-MLLE / FITC-PAM2 fluorescence polarization. P11940; in the data active = inhibition above about 35%, passing the limit was not always enough;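 also: plate controls were DMSO wells with GST-MLLE for no effect and wells lacking GST-MLLE protein for full effect; some results filed as inactive read as strong as hits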
eLon inh = E. coli protease La inhibition; P0A9M0; purified E. coli Lon protease, fluorescence polarization; inhibition, % at 7.94 µM; 360,000 tested, 0.42% active; in the data active = inhibition above about 13%, passing the limit was not always enough;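 also: 0% = enzyme with probe and DMSO and 100% = no enzyme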
Tb MetRS inh = blocks T. brucei methionyl-tRNA synthetase activity; purified T. brucei MetRS, ATP depletion, Kinase-Glo luminescence; inhibition, % at 11.9 µM; 360,000 tested, 0.4% active; AID 624268;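 active = inhibition above a per-plate cutoff of the control wells' mean inhibition plus 3 SD, cut at about 5.5% in these data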;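 also: 0% = DMSO wells median and 100% = median of wells with control inhibitor compound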
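Dosing: 11.9 µM single point; system: parasite MetRS enzyme; technique: luminescence of leftover ATP; times: 15 min enzyme-compound preincubation, 2 h reaction, 10 min detection, 25 °C; replicates: each compound tested once; read-out basis: percent inhibition relative to median high and low control wells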
FAS TE block = blocks the thioesterase domain of human fatty acid synthase; recombinant FAS-TE, OMFH fluorogenic substrate, fluorescence endpoint; inhibition, % at 15 µM; AID 602261; 360,000 tested, 0.67% active; P49327;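 active = compounds whose normalised, plate-corrected inhibition of enzyme fluorescence in the single-dose primary screen is 50% or more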;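 also: 0% = DMSO with enzyme and 100% = substrate without enzyme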
Target sequence (P49327 whole entry, looked up, the tested form may be a part): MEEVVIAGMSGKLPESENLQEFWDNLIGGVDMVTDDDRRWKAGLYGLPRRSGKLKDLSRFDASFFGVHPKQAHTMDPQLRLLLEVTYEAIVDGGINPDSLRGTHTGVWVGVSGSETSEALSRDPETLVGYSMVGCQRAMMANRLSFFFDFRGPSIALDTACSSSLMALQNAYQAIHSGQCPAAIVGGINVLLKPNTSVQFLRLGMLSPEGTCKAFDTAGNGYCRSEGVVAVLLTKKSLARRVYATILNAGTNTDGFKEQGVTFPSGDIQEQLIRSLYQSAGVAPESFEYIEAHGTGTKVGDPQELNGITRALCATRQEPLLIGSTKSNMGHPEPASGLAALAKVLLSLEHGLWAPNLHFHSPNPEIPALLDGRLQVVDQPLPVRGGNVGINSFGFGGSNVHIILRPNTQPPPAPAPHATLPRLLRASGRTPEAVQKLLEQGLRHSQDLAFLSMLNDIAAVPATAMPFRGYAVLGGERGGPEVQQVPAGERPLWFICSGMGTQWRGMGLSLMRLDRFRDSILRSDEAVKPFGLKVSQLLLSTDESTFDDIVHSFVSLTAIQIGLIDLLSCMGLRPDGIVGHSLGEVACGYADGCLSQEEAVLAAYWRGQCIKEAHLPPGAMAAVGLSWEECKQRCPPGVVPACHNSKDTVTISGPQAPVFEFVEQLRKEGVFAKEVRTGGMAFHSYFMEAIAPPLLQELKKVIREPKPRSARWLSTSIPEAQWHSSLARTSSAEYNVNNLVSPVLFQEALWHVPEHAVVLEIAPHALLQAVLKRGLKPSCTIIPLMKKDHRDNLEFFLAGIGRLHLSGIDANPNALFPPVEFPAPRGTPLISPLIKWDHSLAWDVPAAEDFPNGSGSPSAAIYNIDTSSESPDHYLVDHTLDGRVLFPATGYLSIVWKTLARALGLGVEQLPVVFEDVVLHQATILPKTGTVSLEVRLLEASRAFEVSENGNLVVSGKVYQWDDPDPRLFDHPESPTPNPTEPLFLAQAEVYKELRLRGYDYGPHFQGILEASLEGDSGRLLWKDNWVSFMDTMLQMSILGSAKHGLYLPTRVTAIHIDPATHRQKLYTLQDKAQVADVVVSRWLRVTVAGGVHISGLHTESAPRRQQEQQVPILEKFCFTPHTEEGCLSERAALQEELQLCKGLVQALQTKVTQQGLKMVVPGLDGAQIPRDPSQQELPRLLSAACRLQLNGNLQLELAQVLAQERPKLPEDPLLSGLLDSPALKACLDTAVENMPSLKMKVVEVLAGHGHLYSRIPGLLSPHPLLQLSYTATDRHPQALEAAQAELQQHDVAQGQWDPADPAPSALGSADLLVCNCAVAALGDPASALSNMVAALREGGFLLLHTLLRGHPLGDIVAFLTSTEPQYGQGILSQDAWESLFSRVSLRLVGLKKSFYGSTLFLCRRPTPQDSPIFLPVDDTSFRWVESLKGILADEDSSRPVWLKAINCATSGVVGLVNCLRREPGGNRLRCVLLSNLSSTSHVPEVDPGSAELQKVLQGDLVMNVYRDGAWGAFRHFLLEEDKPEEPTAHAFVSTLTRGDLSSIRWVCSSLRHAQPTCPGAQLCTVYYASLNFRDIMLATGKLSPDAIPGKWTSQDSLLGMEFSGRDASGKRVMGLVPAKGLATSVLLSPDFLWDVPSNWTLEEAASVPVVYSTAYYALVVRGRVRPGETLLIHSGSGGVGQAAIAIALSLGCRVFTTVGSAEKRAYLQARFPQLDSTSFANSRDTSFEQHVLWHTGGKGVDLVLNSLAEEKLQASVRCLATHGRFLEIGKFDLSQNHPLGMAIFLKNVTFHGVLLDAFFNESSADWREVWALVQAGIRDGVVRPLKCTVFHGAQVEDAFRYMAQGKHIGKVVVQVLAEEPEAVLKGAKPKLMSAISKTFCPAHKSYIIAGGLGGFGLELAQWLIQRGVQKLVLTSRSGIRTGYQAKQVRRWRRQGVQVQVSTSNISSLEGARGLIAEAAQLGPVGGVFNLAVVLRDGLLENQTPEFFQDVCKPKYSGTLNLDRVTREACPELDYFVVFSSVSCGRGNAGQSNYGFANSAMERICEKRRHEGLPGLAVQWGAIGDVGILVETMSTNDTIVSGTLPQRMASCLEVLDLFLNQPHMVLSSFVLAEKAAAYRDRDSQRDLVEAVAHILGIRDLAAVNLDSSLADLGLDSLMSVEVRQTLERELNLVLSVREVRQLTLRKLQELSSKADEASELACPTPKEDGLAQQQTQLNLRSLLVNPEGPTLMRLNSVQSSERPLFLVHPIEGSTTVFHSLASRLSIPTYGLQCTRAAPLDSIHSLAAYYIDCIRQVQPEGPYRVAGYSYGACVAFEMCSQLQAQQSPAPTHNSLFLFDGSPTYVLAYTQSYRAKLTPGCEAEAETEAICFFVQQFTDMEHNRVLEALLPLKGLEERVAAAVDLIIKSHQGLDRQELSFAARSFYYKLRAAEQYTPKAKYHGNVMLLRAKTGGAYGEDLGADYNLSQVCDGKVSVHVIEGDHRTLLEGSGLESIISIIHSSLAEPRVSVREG
MsrA act = bovine methionine sulfoxide reductase A activation; purified bovine MsrA, absorbance read-out; activation, % at 10.6 µM; 360,000 tested, 0.3% active; AID 602163; in the data active = activation above about 7.5%;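 also: 0% = vehicle and 100% = reference activator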
MsrA inhibitor = inhibitors of bovine MsrA; purified bovine MsrA, absorbance read-out; inhibition, % at 15.5 µM; 360,000 tested, 0.75% active; in the data active = inhibition above about 4.5%;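 also: 0% = vehicle wells with enzyme and 100% = reference inhibitor wells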
Rin1 Abl inh = blocks binding of human Rin1 to Abl. TR-FRET Rin1/Abl binding, biochemical. inhibition, % at 7.35 µM. 360,000 tested, 0.4% active; in the data active = inhibition above about 5%, passing the limit was not always enough
CSN inh = inhibitors of human CSN-mediated cullin deneddylation; Purified CSN, SCF-Nedd8-OG deneddylation, fluorescence polarization; Q92905; inhibition, % at 12.5 µM; 360,000 tested, 0.38% active;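 active = pattern-corrected inhibition above about 35%, with an unprinted fluorescence ratio check between 0.5 and 1.5, limit read from the data, passing the limit was not always enough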;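 also: 0% = enzyme with substrate and 100% = substrate without enzyme; some results filed as inactive read as strong as hits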
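Test system: purified human Csn5 enzyme expressed in HEK293T cells. Amount: 0.24 nM enzyme. Reagent: SCFSkp2-Nedd8OG substrate at 10 nM final. Schedule: 90 min incubation of compound, enzyme and substrate at room temperature. Detection: fluorescence polarization. Read-out: % inhibition of substrate cleavage by Csn5.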
Neddyl block = blocks human cullin neddylation; P61081+Q13564; TR-FRET cullin neddylation, biochemical; calls only at 25 µM; 360,000 tested, 0.58% active; in the data active = inhibition above about 36%
Numbers without * were called inactive; i = inactive; . = not tested or not shown; + = active, no number.

Screens in order: MLLE-PAM2 inh	eLon inh	Tb MetRS inh	FAS TE block	MsrA act	MsrA inhibitor	Rin1 Abl inh	CSN inh	Neddyl block
O=C(NN=C1CCCC1)c1cc(-c2ccc(F)cc2)nc2ccccc12
    13	2	-1.2	-6	-10	2.5	1	1	i
CC1Cc2ccccc2N1S(=O)(=O)c1cccc(C(=O)c2nccn2C)c1 (centres undefined)
    -10	7	-0.3	15	-1	0.6	-2	1	i
COc1ccc(CNC(=O)c2noc(C(C)C)c2[N+](=O)[O-])cc1
    0	-10	-1.1	-5	-4	1.8	1	-4	i
COc1cccc(/C=C/C(=O)NCc2cn3cc(Cl)ccc3n2)c1OC
    -9	10	-0.4	6	-1	0.8	0	-10	+
CCOC(=O)[C@H]1[C@H]2COc3ccc(Br)cc3[C@@H]2N2C(=O)CN(Cc3ccc(C)cc3)C(=O)[C@@]12C
    -7	-7	-0.4	23	-3	0.5	-1	-3	i
O=c1ccc2cc3ccoc3cc2o1
    8	-1	-0.6	-5	0	0.4	-2	1	i
CC(C)NCCCOc1ccc(C(C)(C)c2ccccc2)cc1
    3	-3	-2.8	-17	-13	-0.7	1	-2	i
Cc1nn(Cc2ccccc2)c(Cl)c1/C=N/NC(=O)CNc1cccc(C(F)(F)F)c1
    -3	-12	-0.1	6	0	-1.3	-4	1	i
O=C(NC1CCN(Cc2ccccc2)CC1)c1cccc(NS(=O)(=O)c2ccc(Br)cc2)c1
    2	-6	0.0	0	-4	-0.5	-1	0	i
CC1Cc2ccccc2N1C(=O)CN1CCC(n2nnc3cc(C(F)(F)F)ccc32)CC1 (centres undefined)
    1	-10	-1.1	8	-4	0.7	-4	0	i
Cc1ccccc1NC(=O)Nc1cc(-c2ccccc2)nn1C
    1	9	-0.8	-5	-3	-0.6	-2	1	i
CCCCS(=O)(=O)C1CCS(=O)(=O)C1 (centres undefined)
    -4	-11	-1.1	-7	-3	1.8	0	0	i
COc1ccccc1NC(=O)O/N=C(\N)c1ccccc1
    5	-9	-0.1	-1	-2	0.1	2	0	i
COc1ccc(N2CCN(C(CNC(=O)CC(C)(C)C)c3ccc4c(c3)OCO4)CC2)cc1 (centres undefined)
    -7	2	0.4	0	-2	-0.2	1	1	i
COc1cc(F)ccc1-c1csc(C(O)c2ccccc2)n1 (centres undefined)
    -1	-3	0.0	3	0	0.5	-1	1	i
CN(CC(=O)Nc1cccc(F)c1)C(=O)c1ccc(OCC2CCCO2)cc1 (centres undefined)
    -4	-5	-0.1	-5	-3	-0.2	-1	2	i
CCOc1cc(C(=O)OCC(=O)Nc2cccc(S(=O)(=O)NC3=NCCCCC3)c2)cc(OCC)c1OCC
    4	-11	-0.6	6	-2	1.0	4	-4	i
O=C(CN(c1cccc(Cl)c1)S(=O)(=O)c1ccccc1)NN=C1CCCC1
    5	-2	0.2	-19	-9	-1.1	5	0	i
N#CCCn1nc(-c2ccc([N+](=O)[O-])cc2)cc1Nc1ccccc1NC(=O)C(F)(F)F
    -7	-16	-0.8	5	-13	3.1	-1	-8	i
CCC(=O)N(Cc1cc(=O)[nH]c2ccccc12)C1CCCCC1
    5	6	-0.5	-7	-2	0.1	-4	2	i

Next section
Screens in order: MLLE-PAM2 inh	eLon inh	Tb MetRS inh	FAS TE block	MsrA act	MsrA inhibitor	Rin1 Abl inh	CSN inh	Neddyl block
CCN(CC)C(=O)[C@H]1C[C@H](CC(=O)NCC23CC4CC(CC(C4)C2)C3)C(=O)N2CCc3c([nH]c4ccc(Cl)cc34)[C@]12C
    -4	2	0.4	21	-1	-0.4	-3	2	i
Cc1cc(C)c2cc(C(=O)N3CCC(Cc4ccccc4)CC3)[nH]c2c1
    1	10	0.0	19	-3	-0.1	-1	1	i
COc1cc2c(cc1NC(=O)CSCC(=O)O)oc1ccccc12
    -4	2	-0.5	-1	-2	-0.1	-2	3	i
CC(C)(C)C(=O)N1CCN(c2nc3ccc(Cl)cc3s2)CC1
    -10	7	-0.2	6	-3	-0.8	-1	0	i
Cn1c(=O)c(C(=O)NNC(=O)c2ccccc2Cl)c(O)c2ccccc21
    4	-16	0.7	4	-2	2.9	4	-1	i
COc1cc(OC)cc(OCC(O)Cn2ccnc2C)c1 (centres undefined)
    8	-6	0.2	-7	0	-1.0	0	1	i
CC1CCc2sc(C(=O)N3CCC(C(N)=O)CC3)cc2C1 (centres undefined)
    10	1	0.4	-4	-3	0.5	5	1	i
CCN(C(=O)c1cccc(S(=O)(=O)N2CCc3ccccc32)c1)C1CCS(=O)(=O)C1 (centres undefined)
    2	17	0.1	-4	-12	-0.2	1	2	i
CCCC1(C(=O)OC)NC(c2ccco2)C2C(=O)N(C)C(=O)C21 (centres undefined)
    6	8	-0.4	-1	4	-0.1	0	1	i
CCOC(=O)CN(C(=O)CNC(=O)c1ccco1)C(C(=O)NC1CCCCC1)c1cccc(OC)c1 (centres undefined)
    9	5	-0.3	-5	-2	0.5	1	2	i
CC(C)Oc1ccccc1/C=N/NC(=O)C1CCCC1
    1	-3	-0.3	1	0	0.4	0	0	i
COc1ccc(NC(=O)CSc2nc3ccsc3c(=O)n2CCCCCC(=O)O)cc1
    -9	-9	-0.1	-5	-6	0.7	3	4	i
COc1cccc(CN2C(=O)CCC2(C)C(=O)NC2CCCCC2)c1 (centres undefined)
    -5	-2	-0.8	-12	-8	0.6	-2	-2	i
CS(=O)(=O)Nc1ccc(Br)cc1
    .	-4	-0.5	-3	-4	-1.2	.	-4	i
CC[C@]12c3[nH]c4ccc(Cl)cc4c3CCN1C(=O)[C@@H](CC(=O)NCCCOC)C[C@@H]2C(=O)N1CCN(C(=O)c2ccco2)CC1
    -6	-10	0.0	-2	-1	0.0	3	8	i
O=C(C[C@H]1CC[C@H]2[C@@H](COC[C@@H](O)CN2S(=O)(=O)c2ccccc2)O1)N[C@@H]1CCN(Cc2ccccc2)C1
    .	.	-0.9	.	.	-0.2	.	-1	i
O=C1c2ccccc2S(=O)(=O)c2cc(-c3nn[nH]n3)ccc21
    7	3	0.0	-7	-4	2.6	1	9	i
CCOc1ccc(N2C(=O)CC(N3CCN(c4ccccc4F)CC3)C2=O)cc1 (centres undefined)
    0	1	-0.3	1	-2	0.9	-2	1	i
Cc1ccc2c(c1)N(CC(=O)NCCCN1CCCCC1C)C(=O)c1cccnc1O2 (centres undefined)
    2	3	0.1	-5	-1	0.0	0	-1	i
O=C(COC(=O)c1ccccc1)Nc1ncc([N+](=O)[O-])s1
    -15	-1	0.0	1	-4	1.7	-1	56	i

Going on with the list.
Screens in order: MLLE-PAM2 inh	eLon inh	Tb MetRS inh	FAS TE block	MsrA act	MsrA inhibitor	Rin1 Abl inh	CSN inh	Neddyl block
CCN(CC)S(=O)(=O)c1cccc(-c2n[nH]c(=S)n2Cc2ccccc2)c1
    -39	-5	-0.3	0	-2	0.0	1	12	i
S=C(NCCc1ccccc1)NCC1CCCO1 (centres undefined)
    -56	1	-0.3	-5	-2	-0.3	-1	-14	i
CC(=O)c1cccc(NC(=S)NC(=O)c2ccccc2)c1
    39	-1	-0.1	-6	-2	0.0	6	1	i
Cn1cccc1C(=O)OCC(=O)NCCCc1ccccc1
    -14	0	-0.2	4	-3	-0.2	3	0	i
CCCn1nc(C(=O)NNC(=O)c2cccc(S(=O)(=O)NC(C)C)c2)c2ccccc2c1=O
    0	-6	-0.5	-4	-5	-0.3	2	-5	i
N#Cc1ccsc1NC(=O)CSc1ncn[nH]1
    6	15	0.5	-21	1	0.4	0	2	i
COc1c(C)cc(Br)cc1C(=O)Nc1ccc(C)cc1[N+](=O)[O-]
    -2	2	-0.1	-6	-4	0.1	-3	-11	i
COCCn1c(C)cc(C(=O)CSc2ncn[nH]2)c1C
    22	2	-0.9	-9	-12	0.7	-2	-2	i
COc1ccc(N(Cc2cc3cccc(C)c3[nH]c2=O)S(=O)(=O)c2ccc(Cl)cc2)cc1
    5	-6	-0.5	39	-2	0.3	0	0	i
CCc1ccc(CNC(=O)c2ccc(OC3CCN(C(C)=O)CC3)c(OC)c2)nc1
    5	0	0.1	-2	-7	-1.0	1	-1	i
CC1=C(C(=O)OC2CCCCC2)C(c2ccc(C)o2)C2=C(CCCC2=O)N1 (centres undefined)
    -1	-13	-0.8	8	-6	1.1	1	2	i
C[C@@H]1C=C(C(=O)NC2CC2)O[C@H](OCc2ccc(CO)cc2)C1
    -4	5	-0.1	-1	-1	0.0	0	3	i
O=C(Nc1ccccc1N1CCOCC1)C1=NN(c2ccccc2)C(=O)CC1
    -1	-3	-0.5	2	-2	2.6	-1	-2	i
O=C(O)/C=C/C(=O)Nc1ccc(OC(F)(F)F)cc1Br
    0	9	0.2	-5	-3	-0.8	0	1	i
O=C(/C(=N/N=C/c1ccc(O)c(O)c1O)c1ccccc1)c1ccccc1
    22	17	-0.1	22	-6	1.0	12*	4	i
O=C(CSc1nnc(COc2ccc(Cl)cc2)o1)NC1CCCCC1
    -52	3	-0.4	1	3	-0.2	0	-1	i
CCCCOc1ccc(C(=O)NCCCC(=O)N2CCCCC2)cc1
    0	-3	-1.1	-6	-10	-0.1	5	6	i
CCCNC(=O)C[C@@H]1C[C@H]2c3cc(NC(=O)c4ccc5c(c4)OCO5)ccc3O[C@H]2[C@@H](CO)O1
    16	-5	1.2	-4	-1	-0.1	-1	-7	i
COc1ccc(S(=O)(=O)Nc2nnc(C(C)C)s2)cc1
    34	-4	0.2	-5	-1	0.0	-1	-2	i
CCN(CC)C(=O)c1cncc(C(=O)N(CC)CC)c1-c1ccccc1
    5	-1	-0.2	-4	-1	0.8	-4	-3	i

Part of the list above in order of SMILES length, largest number first:
Screens in order: MLLE-PAM2 inh	eLon inh	Tb MetRS inh	FAS TE block	MsrA act	MsrA inhibitor	Rin1 Abl inh	CSN inh	Neddyl block
CC1=C(C(=O)OC2CCCCC2)C(c2ccc(C)o2)C2=C(CCCC2=O)N1 (centres undefined)
    -1	-13	-0.8	8	-6	1.1	1	2	i
CCN(CC)C(=O)c1cncc(C(=O)N(CC)CC)c1-c1ccccc1
    5	-1	-0.2	-4	-1	0.8	-4	-3	i
COc1ccc(S(=O)(=O)Nc2nnc(C(C)C)s2)cc1
    34	-4	0.2	-5	-1	0.0	-1	-2	i

(list continues)
Screens in order: MLLE-PAM2 inh	eLon inh	Tb MetRS inh	FAS TE block	MsrA act	MsrA inhibitor	Rin1 Abl inh	CSN inh	Neddyl block
CCCOC(=O)/C(=C\C=C\c1ccccc1)NC(=O)c1ccccc1
    -21	-4	-0.8	8	-16	1.9	1	-18	i
O=C1CCCc2ccccc2N1Cc1ccccc1
    -6	-2	0.3	-2	0	1.7	1	4	i
O=C(CSc1ccc(Cl)cc1)N1CCC(c2nc3ccccc3s2)CC1
    6	0	-0.3	17	-2	-0.8	-2	3	i
COc1ccc(OC2(C)CCN(Cc3ccc(-c4ccccc4)o3)C2)cc1 (centres undefined)
    -19	-14	-0.2	10	0	-0.3	-1	-4	i
CCn1cc(/C=N\NC(=O)c2ccc(Cl)cc2)cn1
    -5	-8	0.2	-6	-3	-0.5	0	-5	i
Cc1ccc(S(=O)(=O)Nc2ccc3c(c2)C(=O)c2ccccc2-3)cc1
    -13	-6	0.4	32	-3	-0.5	0	-1	i
O=C(NC1CCCc2ccccc21)C1CCN(S(=O)(=O)c2ccccc2F)CC1 (centres undefined)
    -9	-2	0.1	9	1	-0.5	-1	-6	i
COc1ccc(NC(=O)CCc2ccccc2)cc1S(=O)(=O)N1CCOCC1
    4	-9	-0.3	-1	1	-0.2	0	2	i
COc1ccc(-c2[nH]ncc2CN2CCC(O)(c3ccc(Cl)cc3)CC2)cc1
    -2	1	0.4	1	-2	1.0	2	4	i
CSc1nc2ccc(NC(=O)c3cc4ccccc4o3)cc2s1
    6	-2	-1.0	-8	-3	0.2	-2	5	i
